High-throughput results deposited in PubChem by several laboratories.
HTRA1 inh: inhibitors of human serine peptidase HTRA1. Q92743. recombinant HTRA1, FP-rhodamine activity-based probe, fluorescence polarization. inhibition, % at 5.96 µM. 340,000 tested, 0.5% active. AID 504803; in the data active = inhibition above about 36%;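 also: 0% = enzyme with DMSO and 100% = wells lacking enzyme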
PRMT1 FP inh: inhibitors of human PRMT1; inhibition, % at 2.79 µM; Q99873; 370,000 tested, 1.3% active; recombinant PRMT1, activity-based probe fluorescence polarization;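 active = inhibition above about 21% made by adding two undisclosed values, limit read from the data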
SIAE inh: human SIAE inhibition, primary screen | Q9HAT2 | SIAE FP-Rh probe binding, fluorescence polarization | inhibition, % at 9.66 µM | 370,000 tested, 0.69% active | AID 1053197;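 active = inhibition above a cutoff: mean of compounds within the control limits plus 3 SD of those, cut at about 17% in these data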;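 also: 0% = plate median of compound wells and 100% = probe without SIAE protein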
Target sequence (Q9HAT2 whole entry, looked up): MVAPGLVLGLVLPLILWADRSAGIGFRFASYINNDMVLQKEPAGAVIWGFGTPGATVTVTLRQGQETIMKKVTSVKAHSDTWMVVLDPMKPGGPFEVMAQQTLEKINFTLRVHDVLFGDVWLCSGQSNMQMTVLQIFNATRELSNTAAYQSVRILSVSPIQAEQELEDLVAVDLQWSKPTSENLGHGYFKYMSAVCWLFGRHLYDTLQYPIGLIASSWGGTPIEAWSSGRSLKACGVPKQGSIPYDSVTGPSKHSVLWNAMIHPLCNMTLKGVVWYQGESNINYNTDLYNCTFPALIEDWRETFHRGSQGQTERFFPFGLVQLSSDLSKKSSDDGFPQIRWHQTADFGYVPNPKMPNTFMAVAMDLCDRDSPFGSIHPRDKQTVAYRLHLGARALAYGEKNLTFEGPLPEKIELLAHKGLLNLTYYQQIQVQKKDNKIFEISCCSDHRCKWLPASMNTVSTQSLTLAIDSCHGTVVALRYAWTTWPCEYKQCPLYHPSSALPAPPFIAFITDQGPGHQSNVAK
LEDGF integ inh: blocks HIV-1 LEDGF/p75-dependent DNA integration; TR-FRET IN-LEDGF/p75 DNA integration, Eu/Cy5; inhibition, % at 3.7 µM; 370,000 tested, 0.64% active;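 active = inhibition above the screen-wide mean plus 3 SD, cut at about 13% in these data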;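 also: signal is the Cy5 over europium emission ratio at 671 and 618 nm; 0% = plate median of compound wells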
TCR CD3 inh: blocks the human TCR-CD3 interaction | TAMRA-labeled TCR probe fluorescence, biochemical | inhibition, % at 9.4 µM | 360,000 tested, 0.37% active | AID 651800; in the data active = inhibition above about 19%;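 also: recombinant mutant TCR 2C K166C tagged with TAMRA read by polarization; 0% = receptor in buffer alone and 100% = receptor with positive control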
PG9 binder: PG9 antibody binding by small molecule; inhibition, % at 6.7 µM; 360,000 tested, 0.43% active; TR-FRET gp120-PG9 antibody binding; AID 624416; in the data active = inhibition above about 8.5%
ABHD4 inh: inhibits mouse alpha/beta hydrolase domain 4. Q8VD66. purified mABHD4, FP-Rh probe fluorescence polarization. inhibition, % at 8.92 µM. 370,000 tested, 0.54% active. AID 720543;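 active = inhibition exceeding the mean over every tested compound plus 3 SD, cut at about 30% in these data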;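 also: 0% = plate median of compound wells and 100% = S159A mutant with DMSO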
Target sequence (Q8VD66 whole entry, looked up, the tested form may be a part): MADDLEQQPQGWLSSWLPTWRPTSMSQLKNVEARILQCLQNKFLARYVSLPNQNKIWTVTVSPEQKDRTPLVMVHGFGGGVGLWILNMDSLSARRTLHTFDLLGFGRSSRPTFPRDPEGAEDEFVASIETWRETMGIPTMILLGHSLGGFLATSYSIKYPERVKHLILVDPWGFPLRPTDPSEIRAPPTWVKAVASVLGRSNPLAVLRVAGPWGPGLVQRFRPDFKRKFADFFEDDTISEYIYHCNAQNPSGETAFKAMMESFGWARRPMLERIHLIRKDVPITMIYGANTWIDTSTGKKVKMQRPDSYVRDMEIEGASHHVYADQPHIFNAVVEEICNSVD
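Assay system: mouse ABHD4 enzyme, wild type / Also added: fluorescent activity-based probe FP-Rh / Doses: single nominal dose of 8.92 µM, 0.89% DMSO final / Timing: 45 min compound pre-incubation plus 60 min probe step, 25 °C / Signal: FP readout, ex 525 nm / em 598 nm / Control set: S159A mutant/DMSO as 100%, compound-well median as 0%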
TDP2 absorb: blocks human TDP2 phosphodiesterase activity. recombinant TDP2, T5PNP hydrolysis, p-nitrophenol absorbance 415 nm. inhibition, % at 12.8 µM. 370,000 tested, 0.34% active. AID 720702;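 active = inhibition above the mean of all tested compounds plus 3 SD, set per campaign, cut at about 25% in these data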;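 also: 0% = DMSO with enzyme and 100% = buffer with substrate but no TDP2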
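Assay system: recombinant human TDP2 / Reagent: T5PNP substrate at 5 mM, a TopII-DNA adduct mimic / Measured by: epi absorbance from released p-nitrophenol / Evaluation: % inhibition relative to enzyme-containing and enzyme-free wells / Control set: enzyme-free and DMSO wells / Replicates: each compound tested once, singlicate / Schedule: enzyme reaction with compound for 2 h at 37 °C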
rCAG binder: r(CAG) repeat RNA binding; TO-PRO-1 dye displacement fluorescence; inhibition, % at 3 µM; 370,000 tested, 1.3% active;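 active = inhibition above the plate cutoff, the mean of all test compounds on that plate plus 3 SD, cut at about 35% in these data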;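 also: 0% = DMSO alone and 100% = 100 µM mitoxantrone as full dye displacement; higher means more dye released from RNA so lower well fluorescence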
NR1D1 modulator: modulates human Rev-erb alpha binding to DNA | 370,000 tested, 0.79% active | Rev-erbα–FITC-DNA binding, fluorescence polarization, 90 min | activity, % at 10 µM | AID 1259318;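 active = activity above about 14%, limit read from the data; passing the limit was not always enough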;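 also: 0% = DMSO wells with 35 nM protein and 100% = DMSO wells with 750 nM protein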
The depositor's hits bear a star; x = no result given.

SMILES	HTRA1 inh	PRMT1 FP inh	SIAE inh	LEDGF integ inh	TCR CD3 inh	PG9 binder	ABHD4 inh	TDP2 absorb	rCAG binder	NR1D1 modulator
CC(=O)c1cccc(OCC(=O)Nc2cc(Cl)ccc2-n2cncn2)c1	1	1	3	0	6	-0.6	-1	21	-1	-3
Cc1cc(C)nc(N/N=C/c2cccc3ccccc23)n1	4	2	-1	-1	-10	-2.5	-7	-4	-4	7
CC1Cc2ccccc2N1C(=O)COC(=O)c1n[nH]c(=O)c2ccccc12 (stereo not given)	-7	-1	0	3	-10	1.4	0	-9	1	-6
Cc1cc(NS(=O)(=O)c2ccc(NC(=O)c3cccc(OC(F)F)c3)cc2)nc(C)n1	x	-2	8	-4	-3	-0.1	-3	0	4	-6
C=C(C)C1CC=C(C)/C(=N/NC(=O)c2cccc([N+](=O)[O-])c2)C1 (stereo not given)	3	1	1	2	5	-0.8	6	-2	1	-5
COc1ccc(-n2cnc3sc4c(c3c2=O)CCCC4)cc1	-9	-1	-5	1	12	-1.7	9	-9	1	3
CCNC(=S)N1CCCC(c2nc3ccc(C)cc3[nH]2)C1 (stereo not given)	2	-1	2	6	3	-1.0	2	0	-3	-3
C[C@@H]1CN([C@H](C)CO)C(=O)c2cc(NC(=O)Cc3cn(C)c4ccccc34)ccc2O[C@H]1CN(C)S(=O)(=O)c1ccc(F)cc1	-19	5	7	-4	1	-1.4	-16	-8	21	3
CC(C)Cn1c(SCC(=O)c2c(N)n(C)c(=O)n(C)c2=O)nc2ccccc21	5	17	-1	1	5	0.1	15	1	-3	0
C/C(=N\NC(=O)COc1ccc(C(C)(C)C)cc1)c1cc2ccccc2o1	-35	-1	5	1	-4	-1.5	-4	0	0	5
Cc1noc(C)c1COC(=O)/C=C/c1ccc(Cl)cc1	-9	3	-2	1	-5	0.3	-3	3	-6	-3
COC(=O)[C@@H]1C[C@@]2(c3ccccc3)c3ccccc3N(S(=O)(=O)c3ccccc3)[C@H]2N1C(=O)CNC1CCCCC1	x	1	4	0	x	x	11	-2	6	2
COc1ccccc1NC(=O)CN1C(=O)NC2(CCCCCCC2)C1=O	1	-4	-6	5	7	-1.8	-6	-15	-4	1
CCOCCCNC(=O)C(NC(=O)CNC(=O)c1ccccc1)c1ccccc1 (stereo not given)	7	-1	7	5	2	-0.1	-3	-3	0	-4
C/C(=N/NC(=O)CNC(=O)c1ccccn1)c1ccccc1	0	5	-1	6	10	-2.8	4	-5	2	-4
Fc1cccc(CO/N=C/c2c(-c3ccccc3)nc3ccc(Cl)cn23)c1	-4	2	1	2	-1	-0.2	-4	0	1	9
COc1cccc(-c2nc(-c3ccncc3)no2)c1	-4	-2	-3	6	1	-2.5	2	2	-3	1
CCCCCCn1c(N2CCC(C)CC2)nc2c1c(=O)[nH]c(=O)n2C	-4	-1	6	-2	1	-1.6	-4	6	-4	-5
Cc1ccc([C@@H]2[C@@H]3C(=O)N(C)C(=O)[C@@H]3[C@]3(C)C(=O)N(Cc4ccc(-c5ccccc5)cc4)CC(=O)N23)o1	-7	1	-2	-2	-1	-1.1	2	1	-1	0
O=C(NCCN1CCOCC1)C1CCC(=O)N1Cc1ccccc1Cl (stereo not given)	-5	1	2	-1	5	-0.2	-1	2	4	-6
Cc1ccn2c(-c3csc(NCc4ccco4)n3)c(C)nc2c1	6	-3	0	-2	6	0.3	23	-6	3	4
COc1cc(NC(=O)c2cc(-c3ccc4c(c3)OCO4)on2)cc(OC)c1OC	0	8	-5	-6	-3	-1.4	-17	-7	3	-6
CN(C)CCNC(=O)c1cccc(-c2cnc3c(NC=O)cc(-c4cccc(F)c4)cn23)c1	x	-5	11	0	6	-0.6	4	-3	6	-2
CSc1c(CC(=O)NCCO)n(C)c2ccccc12	-4	4	10	-2	-4	-1.1	-3	-12	1	1
O=C1CSC(=S)N1c1ccc(Cl)c(Cl)c1	-7	14	-17	1	-11	0.0	-6	0	11	-2
Cn1c(C(=O)N2CCN(Cc3ccc4c(c3)OCO4)CC2)cc2c(=O)n(C)c3ccccc3c21	-1	18	10	2	0	-2.4	-9	-14	9	6
Cc1ccc(NC(=O)CCC(=O)Nc2nnc(C3CCCCC3)s2)cc1	-1	2	-3	2	3	0.6	3	8	0	8
CC(C)c1ccc(N=C2N=C(N)c3ccccc32)cc1	11	-1	-1	-3	9	-0.8	-2	5	-5	1
Cc1nn(C)cc1S(=O)(=O)NCc1ccc2c(c1)OCO2	-3	0	-3	1	1	-0.4	5	-8	-2	3
O=C(O)c1cccc(N2C(=O)/C(=C/c3ccc([N+](=O)[O-])cc3)C=C2c2ccccc2)c1	-9	6	-16	-7	-14	-1.1	8	8	16	2
OC[C@@H]1CN(Cc2ccc(Cl)cc2)C[C@H](n2cnc3c(NC4CC4)ncnc32)O1	x	2	2	2	6	0.8	1	-1	0	3
COc1ccc(S(=O)(=O)N2CCN(Cc3cc(OC)c(O)c(OC)c3)CC2)cc1	9	-4	4	-3	5	-0.2	7	-2	-1	4
O=C(CSC1=NNC(c2ccccn2)S1)Nc1ccccc1 (stereo not given)	9	66*	9	-4	-5	-4.0	53*	1	7	2
Cc1ccc2c(c1)-c1c(cnn1CC(=O)NC(C)CCc1ccco1)CO2 (stereo not given)	-14	23*	2	7	-3	-0.3	-3	0	11	-2
C1=Cc2ccccc2Nc2ccccc21	6	2	3	-5	0	-6.8	-1	-5	0	-4
CCn1c(NC(=O)/C=C/c2ccc(F)cc2)nc2ccccc21	-7	4	-8	16*	-7	-2.6	7	9	-1	2
Cc1ccc(NC(=O)c2ccccc2Cl)cc1-n1cnnn1	10	0	1	6	1	-1.4	14	-5	7	-3
NS(=O)(=O)c1cc(C(=O)OCC(=O)Nc2ccc(Cl)cc2[N+](=O)[O-])ccc1Cl	-4	-2	0	1	2	-0.6	-1	3	18	7
Cc1cc2nccc(-c3ccncc3)n2n1	8	1	4	-3	3	-0.8	-5	-6	-3	-6
COc1ccccc1CN1CCNC(=O)C1CC(=O)NCc1c(C)n[nH]c1C (stereo not given)	5	4	1	2	0	-0.2	3	1	0	-2

Record cards, as listed above:
O=C(CSC1=NNC(c2ccccn2)S1)Nc1ccccc1 (stereo not given) is listed as HTRA1 inh: 9; PRMT1 FP inh: 66*; SIAE inh: 9; LEDGF integ inh: -4; TCR CD3 inh: -5; PG9 binder: -4.0; ABHD4 inh: 53*; TDP2 absorb: 1; rCAG binder: 7; NR1D1 modulator: 2
NS(=O)(=O)c1cc(C(=O)OCC(=O)Nc2ccc(Cl)cc2[N+](=O)[O-])ccc1Cl is listed as HTRA1 inh: -4; PRMT1 FP inh: -2; SIAE inh: 0; LEDGF integ inh: 1; TCR CD3 inh: 2; PG9 binder: -0.6; ABHD4 inh: -1; TDP2 absorb: 3; rCAG binder: 18; NR1D1 modulator: 7

Additional compounds
SMILES	HTRA1 inh	PRMT1 FP inh	SIAE inh	LEDGF integ inh	TCR CD3 inh	PG9 binder	ABHD4 inh	TDP2 absorb	rCAG binder	NR1D1 modulator
Cc1ccc(NC(=O)Nc2nnc(Cc3ccc([N+](=O)[O-])cc3)s2)cc1	-13	1	-13	-1	7	-0.1	1	0	11	-4
CCOC(=O)N1CCN(C(=O)Cn2nc(C)c3sc4ccccc4c3c2=O)CC1	7	4	1	2	0	-0.3	2	8	3	-1
O=C(CCNC(=O)Cn1ccc2ccccc2c1=O)NCCCN1CCN(c2ccccc2F)CC1	2	0	-1	-2	2	-0.8	-10	-2	-11	-5
CCOCCCn1c(=S)[nH]c2ncccc2c1=O	8	2	2	-2	-1	2.5	8	12	-1	-9
Cc1nn(CCc2nn[nH]n2)c2nc(-c3ccccc3)cc(C(F)(F)F)c12	-14	0	-5	6	-4	-2.6	-2	-6	44*	-1
COc1ccc(C#Cc2c(-c3ccc(OC)cc3)oc3ccc(-c4ccc(OC)cc4)cc23)cc1	-8	2	-2	1	3	-3.0	10	2	6	-1
CCN1CCN(C(=S)c2ccc(SC)cc2)CC1	-2	32*	-7	-1	-2	1.2	1	3	-5	-1
CN(CC(=O)Nc1c(Cl)cccc1Cl)C(=O)Cc1ccc2c(c1)CCC2	1	9	0	2	6	1.8	-3	14	-5	1
COc1ccc(CCC(=O)Nc2cccc(S(=O)(=O)N3CCCCCC3)c2)cc1OC	-8	-2	-4	-4	4	0.8	0	2	0	0
COc1cc(OC)cc(C(=O)NC(C(=O)N2CCc3ccccc3C2)C(C)C)c1 (stereo not given)	-14	-5	-7	0	1	-2.5	-8	-3	-2	-1
CCCC(C)NC(C)C(=O)NC1CCCC1 (stereo not given)	3	-2	-1	-4	5	-1.0	-2	0	-4	-4
COC(=O)c1ccc(C(=O)NN)cc1	x	0	7	0	1	-0.1	-2	8	-1	1
N#Cc1ccc(CN2CCN(CC(=O)Nc3ccccc3C(=O)NC3CC3)CC2)cc1	-2	-6	-5	4	2	-2.2	-5	-4	-2	12
O=C(COC(=O)C1CCCCC1)Nc1ccc(N2CCCCC2)cc1	4	0	-5	0	4	0.2	8	-5	-4	1
Cc1ccc(C(=O)NCCn2c(N)c(C#N)c3nc4ccccc4nc32)cc1	-2	-2	-2	-1	-7	1.7	0	5	2	-2
CCN(CC)S(=O)(=O)c1ccc(/C=C/C(=O)OCC(=O)N(C)C)cc1	-1	2	-6	-4	2	0.0	0	-10	-7	-3
Cc1ccc(C(=O)CC(=O)c2ccccc2C)c(O)c1	23	0	4	0	-10	-1.1	-2	-4	3	-1
Clc1ccc(Cn2ccc(C3CC3)n2)cc1	-3	0	-1	1	-3	0.5	-4	5	-3	1
COc1ccc(C(=O)N2CCCC(C(N)=O)C2)cc1S(=O)(=O)N1CCOCC1 (stereo not given)	-4	-2	0	6	1	-2.8	-5	-2	0	-1
CN1CCN(CCC(=O)Nc2ccccc2)CC1	1	-2	3	-1	-5	-1.5	2	-9	-2	-1
COc1cccc(N2C(=O)CC(N3CCN(S(=O)(=O)c4ccccc4)CC3)C2=O)c1 (stereo not given)	0	4	-2	-1	0	-0.1	0	1	0	1
CC(=O)Nc1ccc2nc(NC(=O)COc3ccccc3Cl)sc2c1	-16	0	-4	-7	6	-1.1	-2	-18	11	5
C=CCNC(=O)C1CCC(C(=O)NCC=C)CC1 (stereo not given)	4	7	-4	1	-2	0.8	-14	-19	-2	-1
CCN1/C(=C2/SC(=S)NC2=O)Sc2ccccc21	9	3	12	-4	6	-2.5	3	-6	5	3
Cc1ccccc1NC(=O)Cc1nc(COC(=O)c2cccnc2Cl)cs1	-3	-2	0	-3	2	-1.8	13	0	6	-1
COc1cccc(C(C)(O)c2nc(-c3ccc(C)c(C)c3)cs2)c1 (stereo not given)	x	-2	-14	-1	3	0.1	-29	1	2	1
Cc1cc(C)cc(OCC(=O)NNC(=S)NC(=O)C2CC2)c1	1	1	-5	0	3	-0.3	-2	7	4	33*
O=C(Nc1ccc(S(=O)(=O)Nc2cnc3ccccc3n2)cc1)c1ccc(Br)o1	-11	2	-8	-3	1	0.6	-1	1	31	0
C[C@H](NC(=O)N1CCn2c1nc1ccccc12)C(=O)NCc1ccc(F)cc1	7	1	5	-9	14	-2.0	5	0	-5	-1
Cc1ccc(C(C)NC(=O)c2ccncc2)cc1C (stereo not given)	-2	1	0	1	1	-0.3	5	-6	-2	-2
CCCCN1CCc2c([nH]c3ccc(C)cc23)C1=O	2	1	-2	0	3	-0.3	3	-1	-4	-3

Some of the compounds tested, so the mix of outcomes need not match the whole.
